SENP1 FRET inh – human SENP1 catalytic domain inhibitors, primary screen, biochemical, FRET, uHTS; recombinant SENP1 catalytic domain, CyPet-SUMO1-YPet FRET cleavage; Sentrin-specific protease 1 (Homo sapiens), Q9P0U3; inhibition, % at 10 µM; 0.21% of 360,000 active;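 active means inhibition at least 30% at 10 µM, raw YFP signal under a set limit, fluorescence ratio 0.5 to 1.5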;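 further: 0% = enzyme with DMSO and 100% = no enzyme wells; some results filed as inactive read as strong as hits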
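Material: hSENP1 catalytic domain, recombinant; medium: Tris pH 8 with BME, BSA, NP40 and catalase; compound: single concentration of 10 µM compound, 0.5% DMSO final; technique: FRET read of cyan and yellow fluorescence; timing: 50 min enzyme reaction, room temperature, light-protected; reagent: SFCypet-SUMO1-SFYpet substrate at 25 nM; control set: no-enzyme low, enzyme-DMSO high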
SENP6 inh – SENP6 protease inhibitors, primary screen, biochemical, luminescence, uHTS; Sentrin-specific protease 6 (Homo sapiens), Q9GZR1; Recombinant SENP6 catalytic domain, aminoluciferin luminescence; inhibition, % at 10 µM; 1.8% of 330,000 active; AID 2599, 2010;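 active means inhibition above about 50% at the single tested dose, limit read from the data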;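 further: plate controls were DMSO wells with enzyme for no effect and DMSO wells lacking enzyme for full effect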
SENP7 block – SENP7 protease inhibitors, primary screen, biochemical, luminescence, uHTS | 1.5% of 330,000 active | Sentrin-specific protease 7 (Homo sapiens), Q9BQF6 | recombinant SENP7, Z-RLRGG-aminoluciferin luminescence, 40 min | inhibition, % at 5 µM;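 active means inhibition above about 50% at the single test dose, limit read from the data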;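 further: plate controls were DMSO with enzyme for no effect and no enzyme buffer wells for full effect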
SENP8 block-1 – human SENP8 protease inhibitors, primary screen, biochemical, fluorescence, Nedd8 protein substrate, uHTS; AID 602440, 2012; 0.64% of 360,000 active; recombinant SENP8; inhibition, % at 20 µM; Sentrin-specific protease 8 (Homo sapiens), Q96LD8; in the data active means inhibition mostly above about 40%, no sharp cut-off; inactive means mostly below about 27%
PfG6PD inh – PfG6PD enzyme inhibitors, primary screen, biochemical, fluorescence intensity, uHTS. glucose-6-phosphate dehydrogenase-6-phosphogluconolactonase (Plasmodium falciparum 3D7). PfGluPho enzyme, NADPH resazurin-diaphorase fluorescence. inhibition, % at 20 µM. 0.78% of 350,000 active;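 active means inhibition reaching at least a set limit at 20 µM in the primary screen, cut at about 59% in these data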;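 further: 0% = DMSO wells with substrate and 100% = DMSO wells lacking glucose-6-phosphate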
SENP8 block-2 – SENP8 protease inhibitors, primary screen, biochemical, luminescence. 1.2% of 330,000 active. Sentrin-specific protease 8 (Homo sapiens), Q96LD8. purified SENP8, Z-RLRGG-aminoluciferin cleavage. inhibition, % at 10 µM. AID 2540, 2010; in the data active means inhibition above about 50%
HKDC1 inh – HKDC1 hexokinase inhibitors, primary screen, biochemical, fluorescence, uHTS. Q2TB90. AID 493160, 2011. 0.16% of 340,000 active. inhibition, % at 20 µM. recombinant HKDC1, G6PDH/diaphorase resazurin coupled fluorescence;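 active means inhibition above about 35% when tested at 20 µM, limit read from the data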;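 further: plate controls were DMSO wells with enzyme for no effect and DMSO wells lacking enzyme for full effect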
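Test system: recombinant HKDC1 (HK5) hexokinase enzyme, produced in-house / Doses: 20 µM test compound, 1% DMSO / Timing: 90 min, room temperature / Detection: G6PDH/diaphorase-coupled fluorescence, 1 mM NADP, 100 µM resazurin, 525/613 nm / Control set: DMSO wells with and without enzyme mix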
Apaf1 inhib – inhibitors of human Apaf-1 apoptosome, primary screen, biochemical, DEVD-Rh110 fluorescence, uHTS; 0.71% of 330,000 active; AID 489030, 2010; reconstituted apoptosome caspase-3 activity; inhibition, % at 20 µM; Apoptotic protease-activating factor 1 (Homo sapiens), O14727; active means inhibition of at least 40% at 20 µM;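 further: plate controls were DMSO wells for no effect and DEVD-CHO caspase inhibitor wells for full effect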
Target sequence (O14727 whole entry, looked up): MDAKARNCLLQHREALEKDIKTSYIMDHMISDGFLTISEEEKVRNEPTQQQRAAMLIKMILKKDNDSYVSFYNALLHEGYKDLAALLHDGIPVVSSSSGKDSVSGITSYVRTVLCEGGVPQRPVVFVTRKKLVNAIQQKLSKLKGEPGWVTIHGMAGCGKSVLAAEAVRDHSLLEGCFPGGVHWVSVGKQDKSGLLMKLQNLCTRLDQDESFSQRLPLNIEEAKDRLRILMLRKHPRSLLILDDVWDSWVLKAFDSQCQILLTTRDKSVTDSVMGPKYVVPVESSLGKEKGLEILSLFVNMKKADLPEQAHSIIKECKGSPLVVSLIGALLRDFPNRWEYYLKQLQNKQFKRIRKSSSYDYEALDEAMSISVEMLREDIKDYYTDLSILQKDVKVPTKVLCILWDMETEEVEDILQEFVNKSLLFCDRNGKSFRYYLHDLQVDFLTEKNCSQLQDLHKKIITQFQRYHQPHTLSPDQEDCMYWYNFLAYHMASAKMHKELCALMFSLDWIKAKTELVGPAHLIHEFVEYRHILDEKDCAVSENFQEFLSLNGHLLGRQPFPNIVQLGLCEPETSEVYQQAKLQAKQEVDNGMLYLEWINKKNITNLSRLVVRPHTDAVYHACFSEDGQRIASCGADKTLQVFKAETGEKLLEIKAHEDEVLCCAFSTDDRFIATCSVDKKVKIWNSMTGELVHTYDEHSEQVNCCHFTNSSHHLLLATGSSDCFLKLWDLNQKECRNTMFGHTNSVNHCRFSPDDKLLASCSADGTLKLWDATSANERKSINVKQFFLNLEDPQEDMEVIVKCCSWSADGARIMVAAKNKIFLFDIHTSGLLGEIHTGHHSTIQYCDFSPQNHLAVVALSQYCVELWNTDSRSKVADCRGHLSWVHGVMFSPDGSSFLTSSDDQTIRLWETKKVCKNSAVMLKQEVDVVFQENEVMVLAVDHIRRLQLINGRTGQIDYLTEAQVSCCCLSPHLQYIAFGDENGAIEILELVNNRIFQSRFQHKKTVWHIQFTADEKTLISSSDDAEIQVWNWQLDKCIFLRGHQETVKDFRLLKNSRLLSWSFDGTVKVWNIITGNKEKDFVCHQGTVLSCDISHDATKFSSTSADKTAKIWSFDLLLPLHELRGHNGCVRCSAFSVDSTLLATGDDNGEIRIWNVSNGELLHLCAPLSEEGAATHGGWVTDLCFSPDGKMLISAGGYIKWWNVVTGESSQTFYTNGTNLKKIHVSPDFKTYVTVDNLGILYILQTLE
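Assay system – apoptosome proteins · Medium – Hepes buffer, pH 7.5 · Also added – cytochrome c with DEVD-Rh110 · Timing – 30 min compound preincubation, 50 min activation, room temperature · Detection – Rh110 fluorescence, excitation 480 nm, emission 540 nm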
An asterisk follows results filed as active; . = not tested or not shown.

Every second line gives: SENP1 FRET inh, SENP6 inh, SENP7 block, SENP8 block-1, PfG6PD inh, SENP8 block-2, HKDC1 inh, Apaf1 inhib
1: Cc1ccc(C(c2c(C)[nH][nH]c2=O)c2c(C)[nH][nH]c2=O)cc1[N+](=O)[O-]
→ 1, -11, 0, 6, 20, -2, -9, 9
2: O=C(O)c1cccc(Nc2ccnc(Nc3cccc(C(=O)O)c3)n2)c1
→ 2, 94*, 98*, 19, -6, 90*, -1, -1
3: CN(C)S(=O)(=O)c1cccc(NC(=O)C2CCN(S(=O)(=O)c3cccs3)CC2)c1
→ -1, 7, -2, 1, -6, 4, -3, -4
4: COc1ccccc1/C=N/Nc1cc(C)nc(N2CCOCC2)n1
→ -1, -16, -8, 20, 0, -1, -1, -1
5: Nc1c(-c2ccccc2)cnn1C1CCS(=O)(=O)C1 (stereo unspecified)
→ 3, -14, -4, 19, 0, 2, -8, -5
6: Cc1nccc(-c2cccc(NC(=O)Nc3ccc(Cl)cc3)c2)n1
→ 0, -4, -1, -11, 9, -3, 5, -19
7: Cc1nc(SCC(=O)NCC2CCCO2)c2c3c(sc2n1)CCC3 (stereo unspecified)
→ -2, 7, -4, -14, 6, 0, -2, -3
8: C[C@]12c3[nH]c4ccc(Cl)cc4c3CCN1C(=O)[C@@H](CC(=O)NCc1ccco1)C[C@@H]2C(=O)N1CCCCC1
→ -2, ., 0, 6, 6, ., 4, 25
9: N#Cc1c(N)[nH]c2ccc(Sc3ccccc3)cc12
→ 0, ., ., 10, 17, ., 2, .
10: CCCOc1ccc(C2C(C#N)=C(N)Oc3nc[nH]c(=O)c32)cc1OC (stereo unspecified)
→ -6, -3, 1, 11, -16, 10, 0, -2
11: CC(CNC(=O)c1cc(COc2c(F)cccc2F)on1)c1ccccc1 (stereo unspecified)
→ -1, -24, 0, 6, 11, -10, 0, -2
12: Cc1cc(OC(=O)c2ccccc2Br)c([N+](=O)[O-])c(=O)[nH]1
→ 0, -8, -3, 30, 5, 6, -6, -2
13: CN(c1ccccc1)S(=O)(=O)c1ccc(Cl)c(C(=O)NCC(c2ccco2)N2CCCC2)c1 (stereo unspecified)
→ -3, -2, 1, -5, 14, 3, 4, 8
14: Cc1cc(C(=O)Nc2cc(C(F)(F)F)ccc2N2CCOCC2)no1
→ 0, -9, -9, 0, 19, -7, -8, 14
15: CC(C)n1c2ccccc2c2nnc(SCC(=O)OCN3C(=O)c4ccccc4C3=O)nc21
→ 3, 1, 7, -2, 9, 0, 17, 0
16: OC1CCCCC1
→ 2, 4, -1, 1, 0, 2, -4, -8
17: Cc1ccccc1C(=O)NC(=S)Nc1ccc(S(=O)(=O)N(C)c2ccccc2)cc1
→ 0, -1, -2, 28, 2, -4, -2, 14
18: COc1cccc(NC(=O)Cc2nnc(SCC(=O)NC3CCCCC3)n2C)c1
→ 0, -22, -8, 12, 2, -6, -6, 7
19: Cc1ccccc1CCN1CCCC(CN(C)C(=O)c2ccc3ncccc3c2)C1 (stereo unspecified)
→ 1, -2, 2, 14, -3, 6, -8, 4
20: CC(C)NC(=O)c1ccccc1NC(=O)/C=C/c1ccc([N+](=O)[O-])cc1
→ 3, 5, 10, 5, -11, 2, 3, -11
21: CCSc1nnc(NC(=O)c2cc(C)oc2C)s1
→ 2, 26, 42, 4, 45, 5, -5, 4
22: CCCCOC(=O)NC1CCS(=O)(=O)C1 (stereo unspecified)
→ 3, 4, -7, 18, -1, 5, -4, 2
23: CCOc1ncccc1C(=O)Nc1ccc(C)cn1
→ 0, -13, 0, 8, 10, -1, -4, 2
24: O=C(Cn1cnc2c(cnn2-c2ccccc2Cl)c1=O)N1CCc2ccccc21
→ -1, -1, -9, 7, 12, 4, 7, -15
25: Cc1nc2c(-c3ccccc3)c(C)nn2c(N)c1-c1ccccc1
→ 0, 8, 5, -485, 17, -12, -1, 17
26: COCCN1CN(S(=O)(=O)c2ccc(Cl)cc2)c2nc3ccccc3nc21
→ 1, -2, -6, -217, -12, -3, 0, 9
27: Cc1c(Cc2ccccc2)sc(/N=C/c2c(O)ccc3ccccc23)c1C(N)=O
→ -27, -10, -6, -296, 27, -9, 6, -63
28: CCCOc1ccc(Cn2c(=O)oc3ccc(C)cc32)cc1OC
→ 2, -5, 4, 11, -6, 9, -1, 18
29: Cc1ccccc1Nc1sc(C(=O)Nc2cccc(Cl)c2)c(N)c1C(N)=O
→ -58, ., ., 5, 14, ., 0, .
30: COC(=O)c1ccc(-c2ccc(/C=N/NC(=O)Cc3nnc(N)s3)o2)cc1
→ -16, -16, 0, -435, 4, -2, 1, -11

Three compounds from above, sorted by the number in SENP7 block, highest first:
cpd	structure	SENP1 FRET inh	SENP6 inh	SENP7 block	PfG6PD inh	HKDC1 inh
28	CCCOc1ccc(Cn2c(=O)oc3ccc(C)cc32)cc1OC	2	-5	4	-6	-1
23	CCOc1ncccc1C(=O)Nc1ccc(C)cn1	0	-13	0	10	-4
24	O=C(Cn1cnc2c(cnn2-c2ccccc2Cl)c1=O)N1CCc2ccccc21	-1	-1	-9	12	7

Returning to the listing, repeating the 2 entries before the break.
Every second line gives: SENP1 FRET inh, SENP6 inh, SENP7 block, SENP8 block-1, PfG6PD inh, SENP8 block-2, HKDC1 inh, Apaf1 inhib
29: Cc1ccccc1Nc1sc(C(=O)Nc2cccc(Cl)c2)c(N)c1C(N)=O
→ -58, ., ., 5, 14, ., 0, .
30: COC(=O)c1ccc(-c2ccc(/C=N/NC(=O)Cc3nnc(N)s3)o2)cc1
→ -16, -16, 0, -435, 4, -2, 1, -11
31: O=C(O)CCC(=O)OC1CC2CCC1C2 (stereo unspecified)
→ 0, -5, 1, 24, -14, 3, -4, -9
32: CC1CN=C(N(C(=S)Nc2ccccc2)c2cccc(C(F)(F)F)c2)S1 (stereo unspecified)
→ 1, -22, -10, 10, -3, -13, -3, 16
33: COc1ccc(CNC(=O)COC(=O)c2cc(C)nc3ccccc23)cc1
→ 5, 9, 1, -2, 2, 1, -6, 1
34: CCCNC(=O)NCCc1ccncc1
→ 2, -2, -6, 7, 2, 4, -4, 8
35: Cc1cccc(N(C(=O)Cn2nnc3ccccc32)C(C(=O)NCc2ccco2)c2ccncc2)c1C (stereo unspecified)
→ 0, -17, -3, 15, -5, -7, -3, 4
36: O=C(NNC(=O)C1CCC1)c1ccc(Br)cc1
→ 2, -8, 15, 5, 10, -5, -6, 1
37: CCOCCCNC(=O)Cn1cnc2c(cnn2-c2ccc(F)cc2)c1=O
→ 2, -5, 3, 14, 1, -5, 2, 0
38: Cc1cc(/C=N/Nc2ccc([N+](=O)[O-])cn2)c(C)n1-c1ccccc1
→ 24, -7, 7, 35, 25, 3, 3, 5
39: COc1ccc(CCNC(=O)CSc2nnc3ccccn23)cc1
→ 0, -31, 4, -10, -19, 1, 10, 1
40: COc1ccc(C(=O)N2CCCC(CCC(=O)NCc3ccc(F)c(F)c3)C2)cc1F (stereo unspecified)
→ 2, 1, 5, 10, -12, -2, -2, -1
41: O=[N+]([O-])c1ccc(Cl)cc1Sc1ccccn1
→ 2, -3, -7, 7, -3, -6, -5, -4
42: O=C(CSc1nc(-c2ccccc2)cc(=O)[nH]1)Nc1ccc(Br)cc1
→ 3, -18, 7, 6, -48, -5, -3, 14
43: CC(C)Nc1ncnc2c1cnn2Cc1ccccc1Cl
→ 2, -12, -6, 17, 2, -7, 9, 1
44: COc1cc(/C=N/NC(=O)C2c3ccccc3Oc3ccccc32)ccc1O
→ 0, -10, 14, -27, 17, -9, -2, 11
45: N#CC(c1ccc(Cl)nn1)c1ccccc1Cl (stereo unspecified)
→ 2, -8, 5, 41*, 6, 3, 1, 2
46: NS(=O)(=O)OCc1ccc(C(F)(F)F)cc1
→ 1, -12, -1, 13, 2, -7, 1, -7
47: COc1ccc(CCN(C)C2CCCN(C(=O)CCSC)C2)cc1OC (stereo unspecified)
→ -2, 4, 9, 2, -21, -8, 6, 6
48: O=S(=O)(Nc1ccc(-c2ccc3nncn3n2)cc1)c1cc(F)ccc1F
→ 9, -13, -8, -102, 0, -5, 8, -2
49: CC(=O)N1N=C(C)CC1c1ccc(OCc2ccccc2)cc1 (stereo unspecified)
→ 2, 1, 2, 27, 2, -5, -12, -5
50: O=C(N/C(=C/c1ccco1)C(=O)N1CCCCCC1)c1cccs1
→ 3, 7, 2, 0, -10, 0, 0, 4
51: C=CCn1c(SCC(=O)N2CCOCC2)nc2sc(C)c(C)c2c1=O
→ -1, -8, 3, 0, -13, 3, -3, -1
52: COc1ccccc1N(Cc1ccccc1)S(=O)(=O)c1cccc(C(=O)Nc2ccc(C(C)=O)cc2)c1
→ 2, -25, 4, 9, -4, -4, 10, 16
53: Nn1c(SCC(=O)N2CCOCC2)nnc1-c1cccnc1
→ 1, -6, 4, 12, 11, -3, -2, -7
54: O=C(Nc1nccs1)c1cccnc1
→ -4, 10, 5, 8, 1, 11, -5, -7
55: CCCc1nnc(SCC(=O)N2CCCC(C)C2)n1CCCOC (stereo unspecified)
→ 2, -2, 1, 11, -10, -4, 0, 3
56: COC(=O)c1ccccc1NC(=O)c1c(O)c2c([nH]c1=O)CCCC2
→ 1, -10, -8, -1, 2, -9, -3, 8
57: Cn1c(SCC(=O)Nc2ccc(Cl)cc2F)nnc1-c1ccco1
→ 1, 7, 3, 3, 16, -1, -6, 1
58: COc1ccc(C2C(C#N)=C(C)NC3=C2C(=O)c2ccccc23)cc1 (stereo unspecified)
→ -1, 0, 3, -256, 0, 12, -11, 12
59: CCCCNC(=O)c1ccccc1NC(=O)c1ccc2c(c1)OCO2
→ 2, 3, -4, -12, 2, -16, -6, -3
60: CCN(CC)CCn1c(=N)n(CC(=O)c2ccc(Br)s2)c2ccccc21
→ -4, -10, 2, 15, 22, 2, -6, 15
61: CCOC(=O)c1[nH]ncc1CN1CCCC(C(=O)c2cc(Cl)ccc2OC)C1 (stereo unspecified)
→ 0, 2, 11, -9, 1, 12, -11, 8
62: CCOC(=O)c1c(S(=O)(=O)NCC(=O)Nc2ccccc2)c(C)n(C)c1C
→ 4, -10, 73*, -18, -15, -7, 1, -3

High-throughput results deposited in PubChem BioAssay by Sanford-Burnham Center for Chemical Genomics.
